JNK3 inh: JNK3 kinase activity inhibitors, primary screen, biochemical, human, purified enzyme | Mitogen-activated protein kinase 10 (Homo sapiens), P53779 | HTS | inhibition, % at 8 µM | actives 0.61% (n = 60,000) | AID 746, 2007; in the data active = inhibition above about 17%;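 note: 0% = DMSO and 100% = reference inhibitor; many of its hits are not listed in these tables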
PKA inh: inhibitors of human PKA kinase activity, primary screen, biochemical, ATP-depletion luminescence, Kemptide substrate; cAMP-dependent protein kinase catalytic subunit alpha (Homo sapiens), P17612; PKA Kemptide phosphorylation, Kinase-Glo ATP luminescence; inhibition, % at 6 µM; actives 0.1% (n = 65,000); AID 524, 2006;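 active = inhibition above the screen-wide mean inhibition plus 3 SD, cut at about 21% in these data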; note: many of its hits are not listed in these tables
Hsp90 block: tumor Hsp90 inhibitors, primary screen, cell lysate, fluorescence polarization, NCI-N417 lysate; Heat shock protein HSP 90-alpha (Homo sapiens), P07900; Cy3B-geldanamycin FP displacement; inhibition, % at 30 µM; actives 0.35% (n = 64,000); AID 429, 2006;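 active = inhibition above 50%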;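 note: 0% = tracer plus lysate wells and 100% = tracer alone without lysate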
DUSP1 inh: MKP-1 phosphatase inhibitors, primary screen, biochemical, in vitro | recombinant MKP-1, OMFP hydrolysis fluorescence | inhibition, %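 (compounds tested at a single concentration somewhere between 10 and 100 µM)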 | Dual specificity protein phosphatase 1 (Homo sapiens), P28562 | AID 374, 2006 | actives 0.15% (n = 65,000);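 active = inhibition above about 50%, limit read from the data; inconclusive = inhibition over screen mean plus 3 SD, below that limit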;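 note: 0% = DMSO max control wells and 100% = wells with enzyme stopped by NaOH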
Autofluor 339: intrinsic fluorescence of library compounds, ex339/em460 – biochemical, MLSMR library, data from DPM-DC assay, artefact control, profiling panel; actives 5.5% (n = 65,000); compound autofluorescence, ex339/em460 nm, NADH buffer; hits give high values; 1 = no-compound wells, NADH background; fluorescence fold increase at 10 µM;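 active = at 10 µM, mean starting fluorescence two-fold or more over control wells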;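 note: signal is the first read of a kinetic run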
A340 absorber: compound light absorbance at 340 nm, profiling panel, artefact control, biochemical, MLSMR library, data from PS, PMK, MK assays; compound absorbance at 340 nm, fold over control; fold change at 10 µM; 65,000 tested, under 10 active;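 active = at 10 µM dose, initial 340 nm absorbance at least 2 fold that of control wells; inactive = change under 2 fold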;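 note: initial absorbance extrapolated from kinetic A340 decline of NADH oxidation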
Her2 expr inh: inhibitors of Her2 protein expression, primary screen, SKBR-3 cells, AlphaScreen, 66K library; HER2 level % of control, % at 10 µM; AID 645, 2007; SKBR-3 HER2 protein level, 18-24 h; hits give low values; actives 0.69% (n = 65,000);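 active = HER2 level under 5% of the carrier-only control; inconclusive = no clear call, values can overlap the other calls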;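 note: 100% = DMSO carrier and 0% = 500 nM PU-H71 HSP90 inhibitor; lower value means stronger loss of Her2 protein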
ROCK2 inh: inhibitors of human ROCK2 kinase, primary screen, biochemical, high-throughput, luminescence. inhibition, % at 6 µM. AID 604, 2007. purified ROCK2, Kinase-Glo ATP depletion luminescence. actives 0.35% (n = 60,000). Rho-associated protein kinase 2 (Homo sapiens), O75116;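 active = inhibition above the screen-wide mean inhibition plus 3 SD, cut at about 18% in these data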;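 note: plate controls were DMSO wells for no effect and Y-27632 control wells after no-enzyme background subtraction for full effect; many of its hits are not listed in these tables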
Target sequence (O75116 whole entry, looked up): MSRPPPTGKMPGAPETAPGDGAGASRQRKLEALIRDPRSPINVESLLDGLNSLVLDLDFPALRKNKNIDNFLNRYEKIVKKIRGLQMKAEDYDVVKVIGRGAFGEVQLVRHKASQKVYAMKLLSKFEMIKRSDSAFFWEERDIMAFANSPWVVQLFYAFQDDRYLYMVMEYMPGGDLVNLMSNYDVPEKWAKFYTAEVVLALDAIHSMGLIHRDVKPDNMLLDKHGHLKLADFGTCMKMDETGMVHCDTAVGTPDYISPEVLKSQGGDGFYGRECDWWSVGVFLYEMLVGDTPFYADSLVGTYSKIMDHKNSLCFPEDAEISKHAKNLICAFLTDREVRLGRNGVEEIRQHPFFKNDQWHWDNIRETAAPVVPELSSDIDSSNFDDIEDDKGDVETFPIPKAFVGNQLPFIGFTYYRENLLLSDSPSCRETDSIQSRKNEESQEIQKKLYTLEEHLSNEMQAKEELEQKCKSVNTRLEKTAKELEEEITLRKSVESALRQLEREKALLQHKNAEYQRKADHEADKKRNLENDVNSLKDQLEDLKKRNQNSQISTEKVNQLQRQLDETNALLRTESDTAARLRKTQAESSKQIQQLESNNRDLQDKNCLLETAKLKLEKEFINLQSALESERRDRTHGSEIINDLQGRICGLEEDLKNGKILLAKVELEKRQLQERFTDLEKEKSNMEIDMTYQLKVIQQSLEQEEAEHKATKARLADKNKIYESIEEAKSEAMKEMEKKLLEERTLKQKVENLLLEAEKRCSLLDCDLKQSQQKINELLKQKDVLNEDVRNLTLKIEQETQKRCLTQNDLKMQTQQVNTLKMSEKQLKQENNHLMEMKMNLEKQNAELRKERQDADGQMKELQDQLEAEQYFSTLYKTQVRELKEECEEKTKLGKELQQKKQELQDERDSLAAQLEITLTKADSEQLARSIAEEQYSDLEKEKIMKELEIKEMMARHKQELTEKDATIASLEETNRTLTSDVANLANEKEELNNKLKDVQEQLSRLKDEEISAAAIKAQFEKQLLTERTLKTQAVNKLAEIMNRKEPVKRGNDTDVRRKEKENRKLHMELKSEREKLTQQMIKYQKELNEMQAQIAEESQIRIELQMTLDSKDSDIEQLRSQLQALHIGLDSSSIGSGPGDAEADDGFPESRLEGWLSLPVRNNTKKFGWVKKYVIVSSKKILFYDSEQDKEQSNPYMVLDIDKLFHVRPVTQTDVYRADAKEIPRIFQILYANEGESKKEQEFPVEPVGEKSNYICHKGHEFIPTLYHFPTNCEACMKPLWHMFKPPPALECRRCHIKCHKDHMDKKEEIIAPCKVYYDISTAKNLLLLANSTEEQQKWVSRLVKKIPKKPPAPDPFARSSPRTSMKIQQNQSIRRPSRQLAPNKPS
Cdc25B block: inhibitors of Cdc25B phosphatase catalytic domain, primary screen, biochemical, OMFP fluorescence; M-phase inducer phosphatase 2 (Homo sapiens), P30305; recombinant Cdc25B, OMFP fluorescence Ex485/Em525; inhibition, %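 (compounds tested at 10 µM final in the well)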; actives 0.1% (n = 65,000); in the data active = inhibition above about 50%
The depositor's hits bear a star; ? = inconclusive; · = not tested or not shown. These rows are one share of the data; count on the stated rates, not on these rows.

SMILES	JNK3 inh	PKA inh	Hsp90 block	DUSP1 inh	Autofluor 339	A340 absorber	Her2 expr inh	ROCK2 inh	Cdc25B block
Cn1c(=O)c2c(SCC(=O)c3ccccc3)nc(C3CC3)nc2n(C)c1=O	4	0	4	5	1.1	1	114	-5	-9
Cc1ccc(S(=O)(=O)N(C)c2ccc(NS(C)(=O)=O)cc2)cc1	-7	9	1	3	1.1	0.99	101	3	-5
Cc1cc(C)n(-c2nnc(C)c(=O)[nH]2)n1	1	1	0	1	1.1	1	103	3	-1
COc1nc2ccc(C)cc2cc1-c1noc(-c2cccnc2)n1	1	9	-13	24	1.2	1	76	4	-9
CC(C)(C)c1ccc(C(=O)NCCC(=O)NCc2ccco2)cc1	2	-1	-1	14	1.1	1	119	2	-23
CSCC[C@H](NC(=O)NCc1ccc(F)cc1)C(=O)O	-1	0	3	-4	1.2	1.1	-15*	-4	3
Cc1ccc(S(=O)(=O)N2CCN(c3nc(C(C)C)c4c(c3C#N)CC(C)(C)OC4)CC2)cc1	2	8	-3	-27	1.4	1	95	8	2
Cc1ccc(S(=O)(=O)N2CCN(C(=O)C3CCCCC3)CC2)cc1	-2	1	0	-22	1.1	0.98	93	1	-7
Cc1ccc(C(=O)c2ccc(O)cc2)cc1C	4	10	-1	-8	1.1	1.1	107	7	-8
Cc1nnc(C)c2c(C)n(C(C)c3ccccc3)c(C)c12 (stereo not drawn)	3	13	9	38	2.1*	1.1	102	7	5
CS(=O)(=O)N(CC(=O)N1CCCCC1)c1ccc2c(c1)OCO2	4	3	-1	-9	1.1	1	75	6	-14
CC(=O)Nc1cccc(NS(=O)(=O)c2cccc3nsnc23)c1	-1	9	-2	5	1.1	1	78	6	25
O=C1c2ccccc2-c2c1cccc2C(=O)N(CCO)CCO	6	7	0	0	1.1	1.1	197	3	-11
N#Cc1nc(N)nc(N(c2ccccc2)c2ccccc2)n1	1	12	-3	-31	1.1	1	41	6	-5
CC(CN1CCOCC1)OC(=O)c1ccc(Br)cc1 (stereo not drawn)	-2	-14	4	-17	1.1	1	64	-3	-2
c1ccc(Cn2c(-c3ccco3)nc3nc4ccccc4nc32)cc1	-2	2	-17	-9	3.7*	1.1	115	0	-1
COc1ccc(CCNC(=O)Cn2nnc(-c3cccs3)n2)cc1OC	1	8	3	-21	1.1	0.97	112	5	-6
C=CCN(C(=O)CSc1nc2[nH]ncc2c(=O)n1-c1ccccc1OC)c1ccccc1	-2	6	-2	26	1.1	1	114	4	-8
O=C(O)c1ccc(Cl)c(S(=O)(=O)NCc2ccco2)c1	-12	8	-1	2	1	1.1	60	4	-11
CCN(CC)CCCN1C(=O)C(=O)/C(=C(/O)c2ccc(Cl)cc2)C1c1ccccn1 (stereo not drawn)	0	6	-4	-18	0.99	1.1	98	5	17
Cc1cc(OC(=O)N2CCOCC2)cc(C)c1Cl	0	-5	-1	5	1.1	1	90	0	1
Cc1nc2ncnn2c(C)c1CCC(=O)NCc1ccccc1	-3	-2	-2	-3	1.1	1	95	-3	-9
Cn1cc(Br)cc2nc(C(F)(F)F)nc1-2	-4	1	-3	-14	1.1	1.1	101	-12	1
CCOc1ccccc1N1CCN(C(=O)c2ccncc2)CC1	-4	-5	-4	8	1	0.98	82	-1	4
O=c1cc(-c2ccccc2)[nH]n1-c1nc2ccccc2s1	7	9	-1	-11	1.1	1.1	129	8	-1

More entries.
SMILES	JNK3 inh	PKA inh	Hsp90 block	DUSP1 inh	Autofluor 339	A340 absorber	Her2 expr inh	ROCK2 inh	Cdc25B block
Cn1c(SCC(=O)Nc2ccccc2F)nnc1-c1ccc(S(=O)(=O)N2CCOCC2)cc1	1	9	1	-7	1.1	1	134	4	-1
O=C(c1ccc(CS(=O)(=O)c2cccc(C(F)(F)F)c2)o1)N1CCN(c2ccccn2)CC1	-6	-3	0	21	1.1	1	86	-5	-7
COc1ccccc1NC(=O)N(Cc1ccco1)Cc1cc2ccc(C)c(C)c2[nH]c1=O	0	-15	1	6	1.2	1	88	-6	-9
Cc1cccnc1N(C(=O)Nc1ccccc1)C1=NCC(C)(C)S1	2	3	-1	-13	1.1	1	88	3	1
O=C(Oc1ccc(OC(=O)N2CCOCC2)cc1)c1ccccc1	-2	-1	-1	12	1.1	1	55	0	-1
Cc1cc(C)nc(SCc2nnc(SCC(=O)N3CCOCC3)o2)n1	-5	14	-2	-16	1.1	1	108	6	10
CC1=C(C(=O)OCc2ccccc2)C(c2ccoc2)C(C#N)=C(N)O1 (stereo not drawn)	·	7	-5	18	1	1	64	·	3
COc1ccc(C(C(=O)OCCN(C)C)c2ccccc2)cc1 (stereo not drawn)	9	1	-3	2	1.1	1	95	3	-14
CCOC(=O)C1CCCN(Cc2ccccc2OCC)C1 (stereo not drawn)	-10	1	3	3	1.1	1.1	117	3	-4
Cn1c(CC(=O)Nc2ccccc2)nnc1SCCOc1ccccc1	0	11	-6	11	1.1	1	67	6	-9
CCS(=O)(=O)N1CCC(C(=O)NCCCN2CCCCCC2)CC1	2	-4	-1	3	1.1	1	97	-4	-10
COc1cc(C#CC#CCN2CCCCC2)ccc1O	-14	-1	1	15	1.1	1	75	-11	5
Cn1c(=O)c2c(SCc3ccccn3)nc(C3CC3)nc2n(C)c1=O	0	0	-2	5	1.1	1.1	68	-2	-4
COc1ccccc1NC(=O)C(C)Sc1nnnn1C (stereo not drawn)	-5	-3	-3	-5	1	1	100	-1	-1
CC(C)(C)C1CCc2c(sc(NC(=O)c3cc(C4CC4)on3)c2C#N)C1 (stereo not drawn)	-4	-6	-2	-1	1.4	1	95	3	-4
CN(C)c1ccc(-c2ccccc2)nn1	·	5	-2	-4	1.2	1.1	98	·	-7
CCOC(=O)C1CCN(C(=O)CN(c2cccc(OC)c2)S(=O)(=O)c2ccccc2)CC1	0	7	-1	7	1.1	1	105	4	-12
CCc1ccc(S(=O)(=O)NC(CC(=O)O)c2ccccc2)cc1 (stereo not drawn)	5	-1	-2	8	0.98	1	131	1	-3
CCCNC(=O)c1c(N)n(-c2ccc3c(c2)OCO3)c2nc3ccccc3nc12	3	5	-17	3	1.4	1.1	24	1	-1
C/C(Cl)=C/CSc1nc2c(c(=O)[nH]c(=O)n2C)n1C(C)C	-5	-2	-2	-26	1	1	108	3	-5
O=C1COc2ccc(C(=O)CSc3nnc(-c4cccs4)n3Cc3ccccc3)cc2N1	0	5	-4	28	1.1	1	96	2	1
O=C(C1Cc2ccccc2CN1S(=O)(=O)c1cccs1)N1CCCCC1 (stereo not drawn)	-3	10	-14	-7	1.1	1	84	8	-2
O=C(O)C(CCCCN1C(=O)C2C3C=CC(C3)C2C1=O)N1C(=O)C2C3C=CC(C3)C2C1=O (stereo not drawn)	4	4	-4	24	1.1	1	103	8	0
COc1cc2c(C#N)c(N3CCc4ccccc4C3)nc(N)c2c(N)n1	15	7	-8	?	2.2*	1	72	6	8
CC1=Nn2c(nnc2-c2ccccc2Cl)SC1	2	13	-6	-17	1.1	1	106	7	-13

One compound at a time (already shown). Screens in order: JNK3 inh, PKA inh, Hsp90 block, DUSP1 inh, Autofluor 339, A340 absorber, Her2 expr inh, ROCK2 inh, Cdc25B block
CCc1ccc(S(=O)(=O)NC(CC(=O)O)c2ccccc2)cc1 (stereo not drawn) reads 5, -1, -2, 8, 0.98, 1, 131, 1, -3
O=c1cc(-c2ccccc2)[nH]n1-c1nc2ccccc2s1 reads 7, 9, -1, -11, 1.1, 1.1, 129, 8, -1
Cc1ccc(S(=O)(=O)N2CCN(C(=O)C3CCCCC3)CC2)cc1 reads -2, 1, 0, -22, 1.1, 0.98, 93, 1, -7
COc1cc2c(C#N)c(N3CCc4ccccc4C3)nc(N)c2c(N)n1 reads 15, 7, -8, ?, 2.2*, 1, 72, 6, 8
COc1ccc(C(C(=O)OCCN(C)C)c2ccccc2)cc1 (stereo not drawn) reads 9, 1, -3, 2, 1.1, 1, 95, 3, -14

Going on with the list:
SMILES	JNK3 inh	PKA inh	Hsp90 block	DUSP1 inh	Autofluor 339	A340 absorber	Her2 expr inh	ROCK2 inh	Cdc25B block
Cc1onc(-c2c(Cl)cccc2Cl)c1C(=O)Nc1c(C)n(C)n(-c2ccccc2)c1=O	-7	2	-1	-16	1	0.99	116	-5	-11
COc1cccc(C(=O)N(CN2CCCC2=O)c2cccc(Cl)c2)c1	-6	-5	-3	12	1.1	0.99	92	-8	0
Cc1cc2ncn(CCOc3ccccc3C#N)c2cc1C	-1	10	-2	5	1.1	1	83	4	-8
O=C(CN1CCOc2ccccc21)NCc1ccccc1	-4	7	-2	-1	1.1	1	96	5	-40
COc1ccc(-c2nnn(CCc3nn[nH]n3)n2)cc1OC	-7	6	1	-8	1.1	0.98	99	2	-11
C=C(C)Cn1c(N2CC(C)CC(C)C2)nc2c1c(=O)[nH]c(=O)n2C (stereo not drawn)	-1	2	-2	6	1.1	0.97	115	4	-6
CN(C)c1ccc(CN2CCCCCC2)cc1	-4	8	-1	2	1	1	82	7	-15
CC(C)CC(NC(=O)C1CCC(C)CC1)C(=O)Nc1ccccn1 (stereo not drawn)	·	-6	·	12	1.1	1.1	55	·	-19
O=C1CCc2cc(S(=O)(=O)NC(Cc3ccccc3)C(=O)NC3CCCC3)ccc2N1 (stereo not drawn)	-2	10	-2	1	0.86	1.1	116	-1	-9
COc1ccc(CCNC(=O)CSc2nnc(-c3ccc(F)cc3)o2)cc1OC	9	-4	0	-1	1.1	1	105	-3	0
CC1(C)Cc2ccccc2-c2nnc(SCC(=O)Nc3nc4ccccc4s3)n21	4	3	0	17	1.1	1	9	2	0

Quoted from the entries so far for reference:
SMILES	JNK3 inh	PKA inh	Hsp90 block	DUSP1 inh	Autofluor 339	A340 absorber	Her2 expr inh	ROCK2 inh	Cdc25B block
COc1ccc(CCNC(=O)CSc2nnc(-c3ccc(F)cc3)o2)cc1OC	9	-4	0	-1	1.1	1	105	-3	0
CC1(C)Cc2ccccc2-c2nnc(SCC(=O)Nc3nc4ccccc4s3)n21	4	3	0	17	1.1	1	9	2	0

Assay outcomes deposited in PubChem by several laboratories.
